Bioassay records deposited in PubChem BioAssay by several laboratories.
NadD block: inhibitors of S. aureus NadD, primary screen, biochemical, colorimetric, uHTS. inhibition, % at 20 µM. purified NadD enzyme, colorimetric absorbance read-out. hit rate 0.78% among 360,000; in the data active = inhibition above about 26%; also: some compounds past the cut are filed as inactive
Rpn11 block: Rpn11 (PSMD14) deubiquitinase inhibitors, primary screen, biochemical, fluorescence polarization, uHTS; 26S proteasome non-ATPase regulatory subunit 14 (Homo sapiens), O00487; human 26S proteasome, Ub4-pepOG fluorescence polarization; 20S core pre-blocked with epoxomicin; calls only at 20 µM; hit rate 0.59% among 360,000; AID 588493, 2011;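 active = inhibition at 20 µM, scaled to each plate's controls, above about 33%, limit read from the data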
SUMO1-SIM PPI: modulators of SUMO1 protein-protein interactions, primary screen, biochemical, uHTS | Small ubiquitin-related modifier 1 (Homo sapiens), P63165 | hit rate 0.33% among 360,000 | SUMO1 binding to a labelled peptide, TR-FRET, 1 h | inhibition, % at 20 µM | AID 602429, 2012; in the data active = inhibition above about 37%
Target sequence (P63165 whole entry, looked up): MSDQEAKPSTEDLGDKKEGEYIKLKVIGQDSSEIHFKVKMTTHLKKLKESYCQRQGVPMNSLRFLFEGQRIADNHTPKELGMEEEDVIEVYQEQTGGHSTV
LMPTP inh: LMPTP phosphatase inhibitors, primary screen, biochemical, fluorescence intensity, uHTS; recombinant LMPTP-A, OMFP fluorogenic substrate; inhibition, % at 20 µM; hit rate 0.22% among 360,000;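 active = compounds that cut the enzyme signal by at least half of the control window in the single-dose screen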;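 also: plate controls were DMSO wells with enzyme plus substrate for no effect and substrate without enzyme for full effect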
Target sequence (P24666 whole entry, looked up): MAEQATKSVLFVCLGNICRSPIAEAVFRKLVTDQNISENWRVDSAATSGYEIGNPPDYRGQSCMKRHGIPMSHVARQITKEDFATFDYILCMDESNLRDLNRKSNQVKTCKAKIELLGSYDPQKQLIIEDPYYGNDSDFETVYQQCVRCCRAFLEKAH
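Assay system: LMPTP-A, protein tyrosine phosphatase of low molecular weight / Medium: pH 6.0 Bis-Tris buffer with DTT and Triton X-100 / Schedule: 50 min enzyme reaction at room temperature, protected from light / Measured by: endpoint fluorescence intensity from OMFP dephosphorylation / Read-out basis: % inhibition relative to no-enzyme and uninhibited control wells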
Neddyl block: inhibitors of cullin neddylation, primary screen, biochemical, TR-FRET, uHTS, NAE and Ubc12; NEDD8-conjugating enzyme Ubc12 (Homo sapiens) + NEDD8-activating enzyme E1 regulatory …; calls only at 25 µM; hit rate 0.58% among 360,000; in the data active = inhibition above about 36%
Rin1 Abl inh: inhibitors of Rin1-Abl protein binding, primary screen, biochemical, TR-FRET; Tyrosine-protein kinase ABL1 (Homo sapiens) + Ras and Rab interactor 1 (Homo sapiens), …; hit rate 0.4% among 360,000; inhibition, % at 7.35 µM; in the data active = inhibition above about 5%, passing the limit was not always enough
STEP inh: STEP phosphatase inhibitors, primary screen, biochemical, fluorescence intensity, uHTS; Tyrosine-protein phosphatase non-receptor type 5 (Homo sapiens), P54829; recombinant STEP, OMFP fluorogenic substrate; inhibition, % at 20 µM; hit rate 0.25% among 360,000; AID 588621, 2011;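 active = inhibition at 20 µM, scaled per plate between control wells, above about 37%, limit read from the data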;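 also: 0% = DMSO with enzyme and substrate and 100% = substrate only without enzyme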
Target sequence (P54829 whole entry, looked up): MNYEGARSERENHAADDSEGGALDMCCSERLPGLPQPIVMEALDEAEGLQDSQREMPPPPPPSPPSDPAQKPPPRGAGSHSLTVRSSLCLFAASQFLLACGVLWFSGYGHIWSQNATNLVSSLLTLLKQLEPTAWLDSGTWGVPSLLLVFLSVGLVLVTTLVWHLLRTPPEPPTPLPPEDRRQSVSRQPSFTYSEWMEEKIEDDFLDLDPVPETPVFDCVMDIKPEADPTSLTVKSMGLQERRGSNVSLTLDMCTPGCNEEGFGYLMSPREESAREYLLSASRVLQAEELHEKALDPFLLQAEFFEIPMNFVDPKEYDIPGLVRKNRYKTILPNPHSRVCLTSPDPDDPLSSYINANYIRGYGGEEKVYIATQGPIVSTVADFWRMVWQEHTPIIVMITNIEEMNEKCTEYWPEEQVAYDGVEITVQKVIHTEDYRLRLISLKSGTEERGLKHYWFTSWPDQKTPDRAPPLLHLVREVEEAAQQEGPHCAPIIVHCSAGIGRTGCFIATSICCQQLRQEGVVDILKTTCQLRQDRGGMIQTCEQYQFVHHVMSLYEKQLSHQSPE
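System: STEP phosphatase, cell-free reaction; Buffer or medium: Bis-Tris pH 6.0 buffer with DTT, detergent; Incubation: 20 min at room temperature, dark; Measured by: fluorescence, 480/540 nm.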
Scp-1 inhibitor: Scp-1 phosphatase inhibitors, primary screen, biochemical, colorimetric, uHTS; Carboxy-terminal domain RNA polymerase II polypeptide A small phosphatase 1 (Homo …; Recombinant Scp1, phosphopeptide, malachite green phosphate absorbance; inhibition, % at 20 µM; hit rate 0.88% among 340,000;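 active = inhibition above about 50% at 20 µM, limit read from the data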;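 also: plate controls were DMSO wells with enzyme for no effect and wells lacking enzyme for full effect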
Target sequence (Q9GZU7 76-261 limits assumed): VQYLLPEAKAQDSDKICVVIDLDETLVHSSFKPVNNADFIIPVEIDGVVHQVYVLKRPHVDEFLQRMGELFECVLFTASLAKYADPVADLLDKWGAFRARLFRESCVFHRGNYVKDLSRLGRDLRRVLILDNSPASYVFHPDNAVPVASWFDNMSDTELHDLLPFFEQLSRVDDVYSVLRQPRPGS
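Test system: SCP-1 phosphatase catalytic domain, residues 76-261; measured by: colorimetric phosphate reagent with accelerator and stabiliser, absorbance at 630 nm; timing: enzyme reaction 45 min at room temperature, colour 5 min, stabilisation 30 min; also added: Phosphorylated 17-residue peptide substrate; compound dosing: one concentration, 20 µM, with 1.0% DMSO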
CSN deneddyl inh: inhibitors of CSN-mediated cullin deneddylation, primary screen, biochemical, fluorescence polarization, uHTS; COP9 signalosome complex subunit 5 (Homo sapiens), Q92905; Purified CSN, SCF-Nedd8-OG deneddylation; inhibition, % at 12.5 µM; hit rate 0.38% among 360,000;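 active = pattern-corrected inhibition above about 35%, with an unprinted fluorescence ratio check between 0.5 and 1.5, limit read from the data, passing the limit was not always enough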;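 also: 0% = enzyme with substrate and 100% = substrate without enzyme; some results filed as inactive read as strong as hits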
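Material: purified human Csn5 enzyme expressed in HEK293T cells / Medium: Tris buffer pH 7.5, NaCl, DTT, Tween-20, trehalose, ovalbumin / Compound dosing: 12.5 µM single point / Schedule: 90 min incubation of compound, enzyme and substrate at room temperature / Signal: fluorescence polarization of the substrate / Control set: no-enzyme wells high, enzyme-with-substrate wells low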
DNMT1 inh: human DNMT1 methyltransferase inhibitors, primary screen, biochemical, molecular beacon, fluorescence, HinP1I cleavage, uHTS; DNA (cytosine-5)-methyltransferase 1 (Homo sapiens), P26358; inhibition (reported as % activation of signal), % at 10 µM; hit rate 0.83% among 360,000; AID 588458, 2011; in the data active = inhibition above about 50%
Numbers without * were called inactive; i = inactive; x = no result given. Not a hit list; about 3.8% have a hit in one of these screens.

SMILES	NadD block	Rpn11 block	SUMO1-SIM PPI	LMPTP inh	Neddyl block	Rin1 Abl inh	STEP inh	Scp-1 inhibitor	CSN deneddyl inh	DNMT1 inh
O=C(NCc1cccs1)c1cccc(N2CCCC2=O)c1	-9	i	1	1.1	i	-3	0	-6	-3	2
Cc1ccc(SCCC(=O)Nc2ccccc2C(=O)N2CCOCC2)cc1	-5	i	0	-1.1	i	-1	-5	-7	-6	4
O=C1NC[C@H](CCCCN2C[C@H](Cc3ccccc3)N(CC3CCCCC3)C(=O)C2=O)N(CCc2ccccc2)C1=O	16	x	-2	-0.7	i	x	x	x	1	x
O=C(NCC1CCCN(Cc2ccc3nonc3c2)C1)c1ccc(F)cc1 (stereo not drawn)	-3	i	-19	-1.2	i	0	0	-8	4	-1
O=C(CC(=O)Nc1ccc(Cl)c(Cl)c1)N/N=C/c1ccc(O)cc1	0	i	-4	2.5	i	0	-6	-7	-9	-3
CC1CCCN(C(=O)Cn2nnc(-c3ccccc3F)n2)C1 (stereo not drawn)	-2	i	2	-1.6	i	0	-2	-4	-2	1
CCc1ccc(NC2=CC(=O)CC(C)(C)C2)cc1	-5	i	-2	-1.0	i	-3	4	-6	-1	1
c1ccc(N2CCN(Cc3ccnc4ccccc34)CC2)cc1	3	i	-6	0.9	i	-3	-6	-11	-3	-6
CCOc1ccccc1NC(=O)C(CC)Sc1nc2ccncc2[nH]1 (stereo not drawn)	-2	i	2	13	i	-3	-1	-11	6	2
COc1ccc(C2Nc3ccccc3C(=O)N2c2ccccc2)cc1CN1CCOCC1 (stereo not drawn)	0	i	3	-0.3	x	8	0	-9	-9	-4
O=C(c1[nH]c(C(F)(F)F)nc1-c1ccccc1)N1CCN(c2ccccc2)CC1	0	i	1	-0.9	i	3	2	x	1	0
C=CCn1c(SCC(=O)Nc2ncc(Cc3cc(C(F)(F)F)ccc3Cl)s2)nnc1-c1ccncc1	15	i	-1	0.1	i	0	4	-3	2	29
Cc1cc(C)nc(Nc2n[nH]c(COc3ccccc3)n2)n1	1	i	0	-0.3	i	-1	1	-9	-4	1
O=C(Nc1cnc2ccccc2c1)c1cccnc1	2	i	-12	0.6	i	-4	-2	-7	3	0
Cc1cccc2c1Sc1ccccc1CC2=O	0	i	2	2.2	i	0	0	-13	-4	-2
O=C(COC(=O)c1nc(Cl)c(Cl)c(Cl)c1Cl)c1ccc[nH]1	10	i	11	2.6	i	-2	2	4	0	12
C=C(C)CSc1nc2ncccc2[nH]1	3	i	2	1.1	i	4	0	-7	-1	3
COc1cc(C2c3cc4c(cc3OC(N3CCOCC3)C2C)OCO4)cc(OC)c1OC(C)=O (stereo not drawn)	1	i	-1	0.9	i	-3	1	0	-1	-3
CCC1(CC)C(=O)NC(=O)NC1=S	-2	i	-4	-3.3	i	-1	-2	-10	5	0
O=C(NCCc1ccco1)C(=O)NCC1OCCCN1S(=O)(=O)c1ccccc1 (stereo not drawn)	3	i	7	1.6	i	-1	0	6	-4	-1
CN(C)c1ccc(CNc2nc3ccccc3n2C)cc1	-1	i	8	-0.1	i	1	-1	x	1	0
COc1ccc(CCNC(=O)CSc2ccc(Br)cc2)cc1OC	-1	i	0	0.2	i	2	3	-3	1	0
O=C(CC1Sc2ccccc2NC1=O)NNc1ccc(F)cc1 (stereo not drawn)	-1	i	-10	-0.2	i	0	-2	3	-2	3
CN(C)CCCC(=O)c1ccc2c(c1)OCO2	2	i	-1	-1.8	i	-2	2	0	0	2
CCN1CCN(C(=S)NCc2ccc(C)cc2)CC1	0	i	-2	-1.5	i	-2	0	-3	-18	1
O=C(O)CCc1nn2c3ccccc3n(CCO)c2nc1=O	-3	i	2	-1.0	x	-2	2	-1	3	1
O=C(COc1ccc([N+](=O)[O-])cc1)Nc1ccc(S(=O)(=O)N2CCOCC2)cc1	-9	i	-18	0.1	i	0	-1	-15	-2	1
CC1=C(C)CC(C(=O)NCCCN2CCCC2=O)C(C(=O)O)C1 (stereo not drawn)	-6	i	-1	-1.6	i	5	0	-5	-2	0
Cn1c(CN2CCCC2)nc2cc(NS(=O)(=O)c3ccccc3)ccc21	2	i	-1	0.6	i	0	-1	-4	-4	-5
CCc1ccc(C(=O)COC(=O)CNC(=O)c2cccs2)cc1	-7	i	-2	-0.3	i	-2	1	0	2	5
CCc1nc2c(OCc3ccc(Cl)cc3)cccn2c1N(C)C(=O)c1cccs1	6	i	6	0.0	i	7	0	x	1	-10
Cc1ccc(C(=O)NCCc2nnc3c(C(F)(F)F)cc(Cl)cn23)o1	-1	i	-3	-0.3	i	0	-2	6	-1	5
COc1ccc(C(C)(NC(C)=O)c2nc(-c3cncnc3)cs2)cc1 (stereo not drawn)	0	i	1	-2.9	i	2	-4	x	2	6
CC1CCCC(NC(=O)Cc2ccc(Br)cc2)C1C (stereo not drawn)	0	i	2	-0.8	i	1	2	-2	3	0
CSC1=C(C#N)C(c2ccc(C(C)C)cc2)CC(=O)N1 (stereo not drawn)	-1	i	6	0.7	i	3	-2	-3	-1	0
COc1cccc(/C=N/NC(=O)Cn2nc(C)c([N+](=O)[O-])c2C)c1O	-3	i	4	-1.4	i	-1	0	-10	-1	1
COc1ccccc1Cn1c(=S)[nH]c2cc(C(=O)N3CCCC3)ccc2c1=O	-4	i	-5	0.6	i	-2	-3	-3	-3	0
CCOC(=O)c1ccc(NC(=O)CN2C(=O)C(=O)N(CC(C)C)C2=O)cc1	-2	i	3	-0.4	i	1	1	-10	-4	2
O=C(CSc1ccccc1)N1CCN(S(=O)(=O)c2ccccc2F)CC1	1	i	2	0.5	i	0	0	7	6	-1
O=C(Nc1ccc(N2CCCC2)c(Cl)c1)c1ccc(Br)o1	21	i	-2	15	i	0	4	3	12	37
OCc1c[nH]c(=S)n1CCOc1cccc(C(F)(F)F)c1	-4	i	3	-6.4	i	3	-1	-7	1	0
OC(c1ccc(F)c(F)c1)c1nc(-c2ccoc2)cs1 (stereo not drawn)	-3	i	8	0.3	i	3	1	x	6	-8
COc1ccc(C(=O)NC2CC2)cc1OC1CCN(Cc2cc(C)c(C)cc2C)CC1	-13	i	1	0.4	i	-2	1	-5	-4	1
COCCn1c(SCc2ccccc2)nc2c1c(=O)[nH]c(=O)n2C	-5	i	-4	-0.4	i	-2	-4	-16	3	-2
CC(C)c1[nH]nc2c1C(C(C)C)C(C#N)=C(N)O2 (stereo not drawn)	9	i	-4	-1.8	i	2	-4	5	6	-8
CC(=O)c1ccc(NC(=O)CCC(=O)OCC(=O)c2cccc([N+](=O)[O-])c2)cc1	1	i	-19	-0.5	i	-1	-3	-7	-4	1
CCOCCn1c(CN2CCCC(C)C2)nc2c1c(=O)n(C)c(=O)n2C (stereo not drawn)	-1	i	3	-0.1	i	2	-2	2	-2	1
CCN(C(=O)CSc1nnc(COc2cccc(C)c2)o1)c1nc(C)cs1	-11	i	1	1.6	i	0	0	-1	6	-2

Eleven structures already listed, arranged by SMILES length, rising:
SMILES	NadD block	Rpn11 block	SUMO1-SIM PPI	LMPTP inh	Neddyl block	Rin1 Abl inh	STEP inh	Scp-1 inhibitor	CSN deneddyl inh	DNMT1 inh
C=C(C)CSc1nc2ncccc2[nH]1	3	i	2	1.1	i	4	0	-7	-1	3
CC1CCCC(NC(=O)Cc2ccc(Br)cc2)C1C (stereo not drawn)	0	i	2	-0.8	i	1	2	-2	3	0
O=C(NCc1cccs1)c1cccc(N2CCCC2=O)c1	-9	i	1	1.1	i	-3	0	-6	-3	2
O=C(O)CCc1nn2c3ccccc3n(CCO)c2nc1=O	-3	i	2	-1.0	x	-2	2	-1	3	1
O=C(CC1Sc2ccccc2NC1=O)NNc1ccc(F)cc1 (stereo not drawn)	-1	i	-10	-0.2	i	0	-2	3	-2	3
Cc1cc(C)nc(Nc2n[nH]c(COc3ccccc3)n2)n1	1	i	0	-0.3	i	-1	1	-9	-4	1
CCc1ccc(C(=O)COC(=O)CNC(=O)c2cccs2)cc1	-7	i	-2	-0.3	i	-2	1	0	2	5
COCCn1c(SCc2ccccc2)nc2c1c(=O)[nH]c(=O)n2C	-5	i	-4	-0.4	i	-2	-4	-16	3	-2
O=C(CSc1ccccc1)N1CCN(S(=O)(=O)c2ccccc2F)CC1	1	i	2	0.5	i	0	0	7	6	-1
O=C(COC(=O)c1nc(Cl)c(Cl)c(Cl)c1Cl)c1ccc[nH]1	10	i	11	2.6	i	-2	2	4	0	12
COc1cccc(/C=N/NC(=O)Cn2nc(C)c([N+](=O)[O-])c2C)c1O	-3	i	4	-1.4	i	-1	0	-10	-1	1

More structures:
SMILES	NadD block	Rpn11 block	SUMO1-SIM PPI	LMPTP inh	Neddyl block	Rin1 Abl inh	STEP inh	Scp-1 inhibitor	CSN deneddyl inh	DNMT1 inh
Cc1noc(C)c1S(=O)(=O)NCc1cccc(Cl)c1	-6	i	-1	-0.6	i	3	-1	-1	-1	-1
CC(CCc1ccccc1)NC(=O)CCN1N=C(c2ccccc2)CCC1=O (stereo not drawn)	2	i	-2	-1.3	i	2	1	-17	-3	2
O=C(Nc1cn(-c2ccccc2)nc1-c1ccc(F)cc1)c1ccccc1	-4	i	-3	2.0	i	-3	0	-8	4	-4
CC(C)(C)c1ccc(C(=O)NCCOc2ccccc2F)cc1	-6	i	4	3.7	i	0	1	-11	3	0
